bCat nuc transl: modulators of beta-catenin nuclear translocation; nuclear translocation activity, % at 5 µM; HeLa beta-catenin nuclear translocation, immunofluorescence imaging; 190,000 tested, 0.3% active;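 active = nuclear translocation activity above 50% at 5 µM, with a well cell count of 50 or more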;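 note: per-cell ratio of nuclear to cytoplasmic median beta-catenin stain intensity; plate controls were DMSO negative control for no effect and GSK-3 inhibitor IX positive control for full effect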
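Assay system: human HeLa cells, native beta-catenin; doses: 5 µM primary, 0.02–20 µM confirmation; incubation: compound treatment 24 h, 37°C, 5% CO2; technique: fluorescence imaging of beta-catenin antibody stain plus DAPI; measure: % activation, nuclear-to-cytoplasmic median beta-catenin signal ratio per cell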
MT stabilize HCS: microtubule stabilization, imaging screen | HeLa tubulin immunostaining HCS, 24 h; share of cells brighter than vehicle mean+2SD | % tubulin-high responders, % at 10 µM | 200,000 tested, 0.83% active | AID 2205;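 active = plate Z-score above 3 for both tubulin-high and condensed-nucleus cell shares, with cell loss under 80%, at 10 µM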;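 note: anti alpha tubulin signal scored within the nucleus-defined area of each cell; some results filed as inactive read as strong as hits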
WT yeast gro inh: growth inhibition of WT yeast, mitochondrial fusion screen; mitochondrial fusion phenotypic screen, WT strain; inhibition, % at 10 µM; 190,000 tested, 2.1% active; in the data active = inhibition above about 58%; tested in S. cerevisiae
Autophagy HCS: alters autophagy in cells | MEF GFP-LC3 puncta imaging; test concentration mostly 10 µM | calls only at 10 µM (by protocol) | 190,000 tested, 0.98% active;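 active = percentage of spot-positive cells more than 3 SD above its plate mean, without a fluorescence outlier flag or 80% toxicity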;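 note: spot-positive cell cutoff set from DMSO-treated cells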
Dynein cargo inh: blocks dynein driven cargo transport along microtubules; 3617.4 mouse cells, GR-EGFP nuclear translocation imaging; test concentration mostly 20 µM; stimulated with dexamethasone, 1 µM; hits give low values; z-score, hits read low; 220,000 tested, 0.47% active; AID 1381;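 active = plate z-score of nuclear minus cytoplasmic receptor signal below a set negative limit, without overly bright fluorescence or cell loss, cut at about -3.5 in these data, passing the limit was not always enough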;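 note: z-score of nuclear minus cytoplasmic ring GR-EGFP intensity difference per well; some compounds called inactive have numbers as strong as hits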
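medium = tetracycline-free induction medium containing charcoal-stripped FBS | probe or stimulus = dexamethasone, 1.0 µM final | timing = 48 h induction, then 1 h compound, then 30 min agonist, 37 °C | detection = automated 10x imaging of fixed Hoechst-stained cells | read-out basis = nuclear versus cytoplasmic GR-EGFP signal, averaged per well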
Yfh1-depleted yeast: mitochondrial function rescue without frataxin homolog – Friedreich's ataxia, plus single-dose screen, dose response (AID 1465). S. cerevisiae Yfh1-off respiration, WST-1 reduction, 72 h; higher fold induction means a stronger effect. fold induction at 50 µM, or EC50 in µM where a hit was titrated. 220,000 tested, 0.074% active;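 active = fold induction of absorbance versus untreated yeast above a set limit, then at least 30% activation at any dose in follow-up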;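 note: activators that raise dye reduction in frataxin-depleted yeast; strong numbers were not always called active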
Insulin prom up: MIN6 insulin promoter up-regulation; MIN6 insulin promoter-GFP reporter, high-content imaging; hits give high values; z-score at 5 µM; 190,000 tested, 0.3% active;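 active = z-score above 3 at 5 µM with at least 500 cells counted in the well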
HIV peptide binding: cell-free HIV fusion peptide-binding blockers – biochemical, uHTS, fluorescence dequenching, primary screen (AID 1986) | one-dose inhibition, % at 20 µM; IC50 in µM for titrated hits | 290,000 tested, 0.3% active | cell-free peptide binding, fluorescence dequenching, 30 min; higher % means a stronger effect; in the data active = inhibition mostly above about 52%, no sharp cut-off; inactive = mostly below about 76%; note: some results filed as inactive read as strong as hits
AID2073: inhibitors of Mint1-CaV2.2 protein interaction, biochemical, HTRF (AID 2073) | 290,000 tested, 0.19% active | HTRF protein-protein interaction, Mint1-CaV2.2; higher % means a stronger effect | one-dose inhibition, % at 20 µM; IC50 in µM for titrated hits; in the data active = inhibition mostly above about 51%, no sharp cut-off; note: some results filed as inactive read as strong as hits
WT yeast gro inh mutant strain: also measured in WT yeast gro inh; calls as there; inhibition, %; mitochondrial fusion phenotypic screen, mutant strain inhibition
Dynein cargo inh cytoplasmic EGFP: also measured in Dynein cargo inh; calls as there; z-score; measured here: cytoplasmic GR-EGFP intensity; hits give high values
Dynein cargo inh nuclear GR-EGFP: second read-out of Dynein cargo inh, no call of its own (marks repeat the call); z-score; measured here: nuclear GR-EGFP intensity;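 lower value marks the stronger effect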
Dynein cargo inh cell count: also measured in Dynein cargo inh; calls as there; z-score; measured here: cell count per field
Insulin prom up cell count: further read-out of Insulin prom up, marked with its call; cell count; measured here: cytotoxicity, nuclei count;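 total cells summed across four imaged fields per well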
bCat nuc transl cell count 5 µM: also measured in bCat nuc transl; calls as there; cell count; measured here: cell count, cytotoxicity flag
MT stabilize HCS Hoechst-high %: recorded beside MT stabilize HCS, whose call it bears; % Hoechst-high responders; measured here: nuclear condensation Hoechst responders;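 share of cells brighter than vehicle mean plus two SD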
MT stabilize HCS cytotoxicity %: second read-out of MT stabilize HCS, no call of its own (marks repeat the call); toxicity, %; measured here: cytotoxicity by cell density;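 0% = mean cell density of plate MIN control wells and 100% = no cells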
Autophagy HCS cell loss 18 h: second read-out of Autophagy HCS, no call of its own (marks repeat the call); toxicity, %; measured here: cell loss, nuclei count;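 cell loss after 18 h compound exposure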
Starred values were filed as active, the others as inactive.

`O=C(N/N=C/C=C/c1ccccc1[N+](=O)[O-])c1cccs1` gave bCat nuc transl 0.2, MT stabilize HCS 3.2, WT yeast gro inh -4, Autophagy HCS inactive, Dynein cargo inh 0.75, Yfh1-depleted yeast inactive, Insulin prom up -0.34, HIV peptide binding -0.6%, AID2073 5%, WT yeast gro inh mutant strain -5, Dynein cargo inh cytoplasmic EGFP -0.22, Dynein cargo inh nuclear GR-EGFP 0.19, Dynein cargo inh cell count 0.056, Insulin prom up cell count 1163, bCat nuc transl cell count 5 µM 941, MT stabilize HCS Hoechst-high % 2.6, MT stabilize HCS cytotoxicity % 6.0 and Autophagy HCS cell loss 18 h 15.
For O=C(O)CC(Cn1cnnn1)c1ccccc1 (stereo not drawn) the results were bCat nuc transl -0.5, MT stabilize HCS 5.0, WT yeast gro inh 10, Dynein cargo inh 0.63, Yfh1-depleted yeast inactive, Insulin prom up 0.54, HIV peptide binding -1.7%, AID2073 3%, WT yeast gro inh mutant strain 4, Dynein cargo inh cytoplasmic EGFP -0.3, Dynein cargo inh nuclear GR-EGFP 0.31, Dynein cargo inh cell count 0.23, Insulin prom up cell count 828, bCat nuc transl cell count 5 µM 1235, MT stabilize HCS Hoechst-high % 1.5 and MT stabilize HCS cytotoxicity % 5.7.
`COc1ccc(CN2CCNC(=O)C2CC(=O)NCc2cn3ccc(C)cc3n2)c(OC)c1` (stereo not drawn) gave bCat nuc transl -0.4, MT stabilize HCS 1.8, WT yeast gro inh -2, Autophagy HCS inactive, Dynein cargo inh -0.35, Yfh1-depleted yeast inactive, Insulin prom up -0.52, HIV peptide binding 0.8%, AID2073 9%, WT yeast gro inh mutant strain 3, Dynein cargo inh cytoplasmic EGFP -0.25, Dynein cargo inh nuclear GR-EGFP -0.11, Dynein cargo inh cell count 0.35, Insulin prom up cell count 1429, bCat nuc transl cell count 5 µM 983, MT stabilize HCS Hoechst-high % 2.3, MT stabilize HCS cytotoxicity % 3.7 and Autophagy HCS cell loss 18 h 16.
Screening Fc1ccc(-c2nc3ccncc3[nH]2)cc1 returned bCat nuc transl -4.9, MT stabilize HCS 1.7, WT yeast gro inh 23, Autophagy HCS inactive, Dynein cargo inh 1.2, Yfh1-depleted yeast inactive, Insulin prom up -0.06, HIV peptide binding 0.9%, AID2073 2%, WT yeast gro inh mutant strain -3, Dynein cargo inh cytoplasmic EGFP -0.11, Dynein cargo inh nuclear GR-EGFP 1.2, Dynein cargo inh cell count 0.32, Insulin prom up cell count 992, bCat nuc transl cell count 5 µM 1171, MT stabilize HCS Hoechst-high % 1.0, MT stabilize HCS cytotoxicity % 4.6 and Autophagy HCS cell loss 18 h 1.
`CSc1cccc(NC(=O)C(C)C)c1` gave bCat nuc transl -0.3, MT stabilize HCS 4.4, WT yeast gro inh 9, Autophagy HCS inactive, Dynein cargo inh 0.52, Yfh1-depleted yeast inactive, Insulin prom up 0.68, HIV peptide binding -2.1%, AID2073 -14%, WT yeast gro inh mutant strain 0, Dynein cargo inh cytoplasmic EGFP -0.15, Dynein cargo inh nuclear GR-EGFP 1, Dynein cargo inh cell count -1.9, Insulin prom up cell count 1351, bCat nuc transl cell count 5 µM 1456, MT stabilize HCS Hoechst-high % 1.3, MT stabilize HCS cytotoxicity % 15 and Autophagy HCS cell loss 18 h 13.
`CCC(C)(C)C1CCC(=NNC(=S)Nc2ccccc2)CC1` (stereo not drawn) gave bCat nuc transl 0.9, WT yeast gro inh 55, Autophagy HCS inactive, Dynein cargo inh 0.91, Yfh1-depleted yeast inactive, Insulin prom up -0.7, HIV peptide binding -1.8%, AID2073 -10%, WT yeast gro inh mutant strain 7, Dynein cargo inh cytoplasmic EGFP -0.35, Dynein cargo inh nuclear GR-EGFP 0.77, Dynein cargo inh cell count -0.095, Insulin prom up cell count 1154, bCat nuc transl cell count 5 µM 1053 and Autophagy HCS cell loss 18 h -11.
Cc1c(Cl)cccc1-c1ccc(/C=N/n2cnnc2)o1 was read as MT stabilize HCS 2.9, WT yeast gro inh 41, Autophagy HCS inactive, Dynein cargo inh 0.2, Yfh1-depleted yeast inactive, HIV peptide binding -1.2%, AID2073 8%, WT yeast gro inh mutant strain 26, Dynein cargo inh cytoplasmic EGFP -0.29, Dynein cargo inh nuclear GR-EGFP 0.12, Dynein cargo inh cell count 0.35, MT stabilize HCS Hoechst-high % 2.2, MT stabilize HCS cytotoxicity % 8.1 and Autophagy HCS cell loss 18 h -2.
For C/C(=N/OC(=O)CC(C)C)c1cc(-c2ccc(Cl)cc2)no1 the results were bCat nuc transl -3.8, MT stabilize HCS 6.0, WT yeast gro inh 7, Autophagy HCS inactive, Dynein cargo inh 0.49, Yfh1-depleted yeast inactive, Insulin prom up -0.25, HIV peptide binding 0.4%, AID2073 13%, WT yeast gro inh mutant strain 7, Dynein cargo inh cytoplasmic EGFP 0.15, Dynein cargo inh nuclear GR-EGFP 0.34, Dynein cargo inh cell count 0.033, Insulin prom up cell count 1619, bCat nuc transl cell count 5 µM 1127, MT stabilize HCS Hoechst-high % 1.2, MT stabilize HCS cytotoxicity % 11 and Autophagy HCS cell loss 18 h -34.
CC(C)(O)C(=O)NNC(=S)NCc1ccco1 was read as bCat nuc transl -4.3, MT stabilize HCS 2.5, WT yeast gro inh -2, Autophagy HCS inactive, Dynein cargo inh -0.85, Yfh1-depleted yeast inactive, Insulin prom up 0.36, HIV peptide binding -2.2%, AID2073 -15%, WT yeast gro inh mutant strain 14, Dynein cargo inh cytoplasmic EGFP -0.26, Dynein cargo inh nuclear GR-EGFP -0.32, Dynein cargo inh cell count 0.53, Insulin prom up cell count 1589, bCat nuc transl cell count 5 µM 1063, MT stabilize HCS Hoechst-high % 2.2, MT stabilize HCS cytotoxicity % 11 and Autophagy HCS cell loss 18 h -12.
For O=C(O)c1ccc(N/N=C/c2cccc(F)c2)cc1 the results were bCat nuc transl -0.4, MT stabilize HCS 3.8, WT yeast gro inh -15, Autophagy HCS inactive, Dynein cargo inh -0.93, Yfh1-depleted yeast inactive, Insulin prom up -0.06, HIV peptide binding 5.8%, AID2073 -2%, WT yeast gro inh mutant strain -8, Dynein cargo inh cytoplasmic EGFP -0.023, Dynein cargo inh nuclear GR-EGFP -0.21, Dynein cargo inh cell count 0.19, Insulin prom up cell count 1176, bCat nuc transl cell count 5 µM 918, MT stabilize HCS Hoechst-high % 2.3, MT stabilize HCS cytotoxicity % 8.8 and Autophagy HCS cell loss 18 h 1.
For CC(C)CN(CC(C)C)C(=O)c1cccc(S(=O)(=O)N2CCc3ccccc32)c1 the results were bCat nuc transl -0.7, MT stabilize HCS 2.1, WT yeast gro inh 28, Autophagy HCS inactive, Dynein cargo inh -0.67, Yfh1-depleted yeast inactive, Insulin prom up -0.82, HIV peptide binding 1.6%, AID2073 -2%, WT yeast gro inh mutant strain 18, Dynein cargo inh cytoplasmic EGFP -0.33, Dynein cargo inh nuclear GR-EGFP -0.42, Dynein cargo inh cell count 0.04, Insulin prom up cell count 1312, bCat nuc transl cell count 5 µM 1133, MT stabilize HCS Hoechst-high % 1.2, MT stabilize HCS cytotoxicity % 10 and Autophagy HCS cell loss 18 h 3.
`O=C(Nc1ccccc1[N+](=O)[O-])C1=C(O)CCn2c1nc1ccccc12` gave bCat nuc transl -3.8, MT stabilize HCS 2.6, Autophagy HCS inactive, Dynein cargo inh -0.45, Yfh1-depleted yeast inactive, HIV peptide binding 3.5%, AID2073 21%, Dynein cargo inh cytoplasmic EGFP -0.23, Dynein cargo inh nuclear GR-EGFP -0.26, Dynein cargo inh cell count 0.24, bCat nuc transl cell count 5 µM 1119, MT stabilize HCS Hoechst-high % 2.7, MT stabilize HCS cytotoxicity % 4.5 and Autophagy HCS cell loss 18 h 3.
`Cc1onc(C(=O)N2CCC(C(N)=O)CC2)c1-c1ccccc1Cl` gave bCat nuc transl -3.2, MT stabilize HCS 1.7, WT yeast gro inh 1, Autophagy HCS inactive, Dynein cargo inh 0.98, Insulin prom up -0.1, HIV peptide binding -0.7%, AID2073 -1%, WT yeast gro inh mutant strain -91, Dynein cargo inh cytoplasmic EGFP 0.026, Dynein cargo inh nuclear GR-EGFP 0.44, Dynein cargo inh cell count -0.78, Insulin prom up cell count 970, bCat nuc transl cell count 5 µM 1127, MT stabilize HCS Hoechst-high % 1.8, MT stabilize HCS cytotoxicity % 7.5 and Autophagy HCS cell loss 18 h 7.
Screening Cc1ccc(N/C(CSC(N)=O)=N\S(=O)(=O)c2ccc(C)cc2)cc1 returned bCat nuc transl -16, MT stabilize HCS 1.5, WT yeast gro inh -22, Autophagy HCS inactive, Dynein cargo inh 1.6, Yfh1-depleted yeast inactive, HIV peptide binding 0.5%, AID2073 5%, WT yeast gro inh mutant strain -55, Dynein cargo inh cytoplasmic EGFP -0.19, Dynein cargo inh nuclear GR-EGFP 0.46, Dynein cargo inh cell count -0.29, bCat nuc transl cell count 5 µM 1184, MT stabilize HCS Hoechst-high % 1.7, MT stabilize HCS cytotoxicity % 13 and Autophagy HCS cell loss 18 h 0.
For COc1ccc(N(C(C)C(=O)N/N=C(\C)C(C)(C)C)S(C)(=O)=O)cc1 (stereo not drawn) the results were bCat nuc transl 0.4, MT stabilize HCS 3.9, WT yeast gro inh 10, Autophagy HCS inactive, Dynein cargo inh -0.99, Yfh1-depleted yeast inactive, Insulin prom up -0.15, HIV peptide binding -1.4%, AID2073 -12%, WT yeast gro inh mutant strain 2, Dynein cargo inh cytoplasmic EGFP -0.18, Dynein cargo inh nuclear GR-EGFP -0.35, Dynein cargo inh cell count 0.65, Insulin prom up cell count 1289, bCat nuc transl cell count 5 µM 1113, MT stabilize HCS Hoechst-high % 2.2, MT stabilize HCS cytotoxicity % 1.9 and Autophagy HCS cell loss 18 h -17.

Screens (PubChem BioAssay)
